# Bioassay records deposited in PubChem BioAssay by The Scripps Research Institute Molecular Screening Center.
# GPR151 activ – activates the human receptor GPR151 | PathHunter beta-arrestin GPR151 cells, luminescence | activation, % at 11.2 µM | 650,000 compounds, 1% hits | AID 1508602; in the data active = activation above about 4.9%;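 note: 0% = median of compound wells and 100% = cells with positive control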
# Target sequence (Q8TDV0 whole entry, looked up): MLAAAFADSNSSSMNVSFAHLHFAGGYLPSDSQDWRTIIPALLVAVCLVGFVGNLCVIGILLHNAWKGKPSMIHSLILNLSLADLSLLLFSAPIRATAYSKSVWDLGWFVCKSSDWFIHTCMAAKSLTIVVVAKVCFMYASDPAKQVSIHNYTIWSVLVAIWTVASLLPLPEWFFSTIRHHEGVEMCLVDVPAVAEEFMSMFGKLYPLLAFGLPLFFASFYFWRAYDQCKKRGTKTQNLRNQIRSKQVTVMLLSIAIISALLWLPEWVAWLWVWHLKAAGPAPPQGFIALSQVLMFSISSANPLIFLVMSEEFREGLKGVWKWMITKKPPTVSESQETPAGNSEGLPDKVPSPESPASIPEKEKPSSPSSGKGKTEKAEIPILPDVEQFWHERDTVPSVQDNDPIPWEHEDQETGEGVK
# TEAD-YAP block – TEAD-YAP interaction inhibition | 640,000 compounds, 1.4% hits | HEK-TIYL cells, TEAD-Gal4/YAP UAS-luciferase luminescence | inhibition, % at 9.12 µM | AID 1259422; in the data active = inhibition above about 32%;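 note: 0% = median of test compound wells and 100% = reference inhibitor wells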
# FBW7 act – activators of human E3 ligase FBW7 | Q969H0 | AlphaScreen FBW7–phospho-cyclin E peptide binding, activator screen | normalized activity (activation), % at 26.1 µM | 650,000 compounds, 0.13% hits | AID 1259310; in the data active = normalized activity above about 1.9%;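 note: purified mutant Fbw7 with reduced substrate affinity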
# MITF inh – human MITF inhibition, primary screen | O75030 | AlphaScreen MITF homodimerization, bead proximity signal | 650,000 compounds, 0.91% hits | inhibition, % at 2.6 µM; in the data active = inhibition above about 50%;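 note: 0% = vehicle wells with protein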
# Target sequence (O75030 whole entry, looked up): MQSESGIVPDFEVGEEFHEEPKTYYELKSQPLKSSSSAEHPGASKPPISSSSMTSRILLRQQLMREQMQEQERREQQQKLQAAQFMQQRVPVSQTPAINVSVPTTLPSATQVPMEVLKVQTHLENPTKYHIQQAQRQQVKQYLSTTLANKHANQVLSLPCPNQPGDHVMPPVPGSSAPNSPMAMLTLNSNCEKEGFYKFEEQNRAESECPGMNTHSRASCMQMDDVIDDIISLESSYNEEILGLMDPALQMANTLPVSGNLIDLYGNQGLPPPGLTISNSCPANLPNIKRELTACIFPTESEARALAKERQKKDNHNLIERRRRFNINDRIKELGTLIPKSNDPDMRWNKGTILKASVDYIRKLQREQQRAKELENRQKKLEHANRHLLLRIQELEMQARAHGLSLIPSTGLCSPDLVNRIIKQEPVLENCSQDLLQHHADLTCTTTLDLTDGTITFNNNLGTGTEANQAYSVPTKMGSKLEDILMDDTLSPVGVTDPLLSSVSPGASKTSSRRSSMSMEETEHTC
# The depositor's hits bear a star.
SMILES,GPR151 activ,TEAD-YAP block,FBW7 act,MITF inh
COc1cc(/C=C(/C#N)c2nc(-c3cc4ccccc4oc3=O)cs2)ccc1O,1.0,4,-0.1,6
Cc1cccc(-n2c(CNC(=O)c3ccc(S(=O)(=O)N4CCOCC4)cc3)nnc2SCC(=O)Nc2cc(C)ccc2C)c1,-0.6,5,0.0,1
CCOC(=O)C1=C(C)NC(C)=C(C(=O)OCC)C1c1ccc(-c2ccc(C)cc2)o1,-1.6,-12,1.1,11
CCc1ccccc1N1C(=O)CC(N2CCc3ccccc32)C1=O (stereo not given),0.7,15,0.5,12
Cc1ccc(-n2nc3cc(C)c(NC(=O)COc4ccc5ccccc5c4)cc3n2)cc1,1.8,8,-0.1,-2
Cc1cccc(N2CCN(c3nc4ccccc4n4cnnc34)CC2C)c1 (stereo not given),-0.6,8,0.0,14
COC(=O)CSc1nnc2c(C)cc3cc(C)ccc3n12,0.2,6,0.0,2
Cc1ccc(S(=O)(=O)Nc2cccc([N+](=O)[O-])c2C)cc1,0.1,14,-0.1,-1
COCCCNC(=S)Nc1ccc2c(c1)OCCO2,-1.2,7,0.1,18
COc1ccccc1NC(=O)C1(C)CC2c3ccccc3C1c1ccccc12 (stereo not given),-0.7,-1,-0.3,-9
COc1ccccc1CNC(=O)c1cc(S(=O)(=O)N2CCCCC2)c[nH]1,3.4,-3,0.0,8
Cc1ccc2nc(-c3ccc(NC(=O)c4ccc(I)cc4)cc3)oc2c1,-2.2,-1,0.0,-13
CC(=O)c1sc(=S)n(-c2ccccc2)c1C,-0.6,1,0.9,8
Cc1ccc(/C=C/C(=O)NCC2CCCO2)cc1 (stereo not given),-0.5,-48,-0.1,10
CCSc1nnc(NC(=O)CSc2nc3[nH]ncc3c(=O)[nH]2)s1,0.5,4,0.1,10
CCCCCCc1cc2cc(-c3nc(-c4ccc(Br)cc4)cs3)c(=O)oc2cc1OC(C)=O,-0.7,-4,0.1,-9
CC(C)N(C(=O)CN1CCOCC1)c1ccccc1,0.0,11,0.0,9
Cc1ccc(C(=O)Cn2nc(C)sc2=N)cc1,-2.2,-21,0.1,2
CCOC(=O)CSCC(=O)Nc1ccc(S(=O)(=O)N2CCCCC2)cc1,0.1,-3,0.1,16
COc1ccc(-n2ccsc2=S)cc1,0.1,-20,-0.2,3
O=C(Nc1ccccc1C(F)(F)F)c1cnn2c(C(F)(F)F)cc(-c3cccs3)nc12,-0.3,1,0.0,-5
Cc1c(NC(=O)c2ccc(OCc3ccccc3Cl)cc2)c(=O)n(-c2ccccc2)n1C,1.6,2,-0.2,-2
NC(=O)c1oc2ccccc2c1NC(=O)c1ccc(C(=O)c2ccccc2)cc1,0.6,-9,-0.1,-13
Nc1nc(COc2ccc(F)cc2)nc(N2CCOCC2)n1,0.1,-6,0.0,1
CCOC(=O)c1sc2nc(SCC#N)n(Cc3cccs3)c(=O)c2c1C,0.4,1,0.0,-3
CCn1c(=N)c(C(=O)NCc2cccnc2)cc2c(=O)n3cc(C)ccc3nc21,-0.1,4,-0.1,10
C=CC(=O)NC1(C(F)(F)F)C(=O)N(CC(C)C)C2=C1C(=O)CC(C)(C)C2 (stereo not given),-0.8,-7,0.1,-11
NC1=NC(Cc2ccccc2)CC(=O)N1 (stereo not given),0.2,3,-0.1,6
CCOc1cccc(N2C(=O)CC(NNC(=O)c3cccc(F)c3)C2=O)c1 (stereo not given),2.2,-5,0.1,2
CC(C)(C)c1ccc(COC(=O)CNS(=O)(=O)/C=C/c2ccccc2)cc1,0.4,7,-0.1,-7

# Reformatted: entries from further up
Compound	GPR151 activ	TEAD-YAP block	FBW7 act	MITF inh
CCOc1cccc(N2C(=O)CC(NNC(=O)c3cccc(F)c3)C2=O)c1 (stereo not given)	2.2	-5	0.1	2
Nc1nc(COc2ccc(F)cc2)nc(N2CCOCC2)n1	0.1	-6	0.0	1
CCn1c(=N)c(C(=O)NCc2cccnc2)cc2c(=O)n3cc(C)ccc3nc21	-0.1	4	-0.1	10

# More compounds
SMILES,GPR151 activ,TEAD-YAP block,FBW7 act,MITF inh
COC(=O)c1ccc2c(=O)n(CCCN3CCCC3=O)c(=S)[nH]c2c1,-2.0,8,0.1,-13
COc1ccc(N2C(=O)NC(=O)/C(=C/c3ccc(I)o3)C2=O)cc1,-0.2,0,-0.3,69*
COC(=O)Nc1ccc(S(=O)(=O)N2CCCC(C(=O)N(C)c3ccccc3)C2)cc1 (stereo not given),1.7,0,-0.2,-3
CSC1=NC(=Nc2cccc(C)c2)C2(CCCCC2)N1c1cccc(C)c1,-0.2,10,-0.1,1
O=C(O)c1c(CNCCCSC2CCCCC2)c2ccccc2n1Cc1ccccc1,4.0,24,0.2,23
O=C1CC(Nc2ccc(CCO)cc2)C(=O)N1c1ccc(F)cc1 (stereo not given),2.5,-4,-0.1,-15
CN1C(=O)CC(CC(=O)N2CCCN(c3ncccn3)CC2)(c2ccccc2Cl)C1=O (stereo not given),-1.6,7,0.1,8
COc1cccc(NC(=O)c2ccc3ccccc3n2)c1,-3.8,-21,0.0,3
CCOC(=O)C1=C(N)N(c2ccccc2)C2=C(C(=O)CC(C)(C)C2)C1c1cccs1 (stereo not given),-0.6,-5,-0.2,-5
N#Cc1sc(Nc2ccc3c(c2)OCO3)nc1Cl,-1.5,-7,0.0,1
CC(=O)Nc1ccc(N2CCCCC2)c(C(=O)Nc2cccc(C)c2)c1,-0.5,4,0.2,12
Cc1ccc(N(CC(=O)Nc2ccc(C)cc2C)S(=O)(=O)c2c(C)n[nH]c2C)cc1,0.1,-8,-0.2,-4
CCc1nc(-c2cc(OC)c(OC)c(OC)c2)no1,0.5,1,-0.1,-8
CN(C)c1cccc(Nc2nccc(Nc3ccc(N4CCOCC4)cc3)n2)c1,2.3,39*,-0.2,4
COc1cc(/C=N/Nc2nc3ccccc3[nH]2)ccc1OC(=O)c1cccnc1,0.3,8,0.0,11
CCOCCOC(=O)COc1ccc2c(=O)c(-c3ccccc3Cl)coc2c1,0.7,-3,-0.1,4
O=S(=O)(NCc1nc(-c2ccccc2)no1)c1ccc(Cl)cc1,-0.6,-12,0.0,-1
CCOC(=O)C1=C(C)n2c(s/c(=C/c3ccccc3[N+](=O)[O-])c2=O)=NC1c1ccc(O)c(OC)c1 (stereo not given),1.6,2,0.1,17
C[C@@H]1CN(C(=O)c2nc3ccc(Cl)cn3c2CNCCc2ccco2)C[C@H](C)O1,1.9,-1,-0.1,7
COc1cc(C#N)ccc1OCC(=O)NC1CCCCC1C (stereo not given),-0.5,-7,0.0,-4

# Arranged by SMILES length (smallest number first): part of the list above
SMILES,GPR151 activ,TEAD-YAP block,FBW7 act,MITF inh
COc1cc(C#N)ccc1OCC(=O)NC1CCCCC1C (stereo not given),-0.5,-7,0.0,-4
CC(=O)Nc1ccc(N2CCCCC2)c(C(=O)Nc2cccc(C)c2)c1,-0.5,4,0.2,12
Cc1ccc(N(CC(=O)Nc2ccc(C)cc2C)S(=O)(=O)c2c(C)n[nH]c2C)cc1,0.1,-8,-0.2,-4

# (next part)
SMILES,GPR151 activ,TEAD-YAP block,FBW7 act,MITF inh
Cc1cc(CNC2CCN(c3cccc(NC(=O)C4CC4)c3)CC2)nn1C,2.1,-13,0.1,-2
Nc1ccc(C(=O)N/N=C2\CCSc3ccc(F)cc32)cc1,0.3,-28,0.0,2
CC1=NN(c2ccc(C)c(C)c2)C(=O)/C1=C\c1ccc(Cl)cc1Cl,0.3,4,0.7,7
COc1ccc(NC(=O)CSc2nnc(C)n2N)cc1S(N)(=O)=O,1.6,4,0.1,4
CCOc1ccc2nc(NC(=O)c3ccc(S(=O)(=O)N4CCCCC4)cc3)sc2c1,-0.2,-3,0.0,-6
Cc1cc(C)c(OCC(=O)Nc2ncc(Cl)cc2Cl)c(C)c1,-0.6,-2,-0.2,0
O=C(CCC(=O)Oc1ccc([N+](=O)[O-])cc1)Oc1ccc([N+](=O)[O-])cc1,-1.9,-5,0.6,8
CC(C)NC(=O)C1CC(=O)N(c2ccc(C(C)C)cc2)C1 (stereo not given),-0.8,-2,0.1,3
O=C(NCc1ccccc1)C1Cc2ccccc2CN1S(=O)(=O)c1ccc(F)cc1 (stereo not given),0.3,3,0.1,4
Cc1ccc(S(=O)(=O)N(Cc2ccccc2)c2ccccc2C(=O)NCc2ccc(Cl)cc2)cc1,0.0,-10,0.0,-5
COCCn1cc(C(=O)NCc2ccc(F)cc2)c2c3ccccc3n(C)c2c1=O,1.0,15,0.1,-9
COC(=O)N/N=C/c1ccccc1OCc1ccccc1,0.1,-3,-0.1,-2
Cc1csc(NC(=O)C(CC(C)C)NS(=O)(=O)c2ccc3nc(C)sc3c2)n1 (stereo not given),0.1,-1,0.1,-6
CC(C)(C)CN=CC1=C(O)CC(C)(C)CC1=O,0.7,-9,-0.1,8
NC(=O)c1ccnc(N2CCCC2CO)c1 (stereo not given),3.2,-2,0.0,-1
O=C(Nc1nnc(-c2ccc3c(c2)OCO3)s1)c1ccc(Br)cc1,-0.7,7,0.0,8
Cc1cccc(NC(=O)C(C)Oc2ccccc2)c1C (stereo not given),-0.9,7,-0.1,13
Cc1ncc2c(c1CNC(=O)C1CCCO1)CCN(C(=O)c1ccc(C(C)(C)C)cc1)C2 (stereo not given),1.6,-10,-0.1,9
COC(=O)C(C)Oc1ccc2c(oc(=O)c3cc(OC)ccc32)c1C (stereo not given),-1.0,-3,0.5,13
Nc1ccc(Oc2ccc([N+](=O)[O-])cc2[N+](=O)[O-])cc1,-0.5,-9,0.0,15
O=C(Cc1cn(-c2ccc(N3CCCC3CO)nn2)c2ccccc12)NCc1ccccc1 (stereo not given),1.1,-18,-0.1,-5
O=C(NNC(=O)C(F)(F)F)c1ccccc1[N+](=O)[O-],0.3,-2,-0.1,3
CCC(=O)N1CCc2cc(S(=O)(=O)NC(C(=O)Nc3ccc(C)cc3)C(C)C)ccc21 (stereo not given),-0.8,-8,0.2,-6
O=C(O)c1ccc2nc(-c3ccc(Br)cc3)cn2c1,1.9,-67,-0.1,8
COc1ccc(N2C(=O)CCC(C(C)=O)=C2C)cc1,-1.6,-8,0.6,7
CCOc1ccc(NC(=O)CCS(=O)(=O)c2ccc(Br)cc2)cc1,-0.3,1,-0.2,7
Cc1ccccc1Oc1ccc(S(=O)(=O)Nc2cccnc2)cc1,3.1,21,0.0,10
O=C(NNc1ccc([N+](=O)[O-])cc1)c1cccc(Br)c1,-2.5,-6,0.0,-9
C=CCNC(=S)N1CCC(C(=O)c2ccc(C)cc2)CC1,0.3,-1,-0.2,5
CCCCCCCCn1c(N)nc2c1c(=O)[nH]c(=O)n2C,1.5,6,0.2,18
CC(=O)NCCNS(=O)(=O)c1ccc(F)c(Cl)c1,1.3,0,-0.1,7
CC1CCCCC1NC(=O)COc1cccnc1[N+](=O)[O-] (stereo not given),-0.5,-4,0.5,7
CCCOc1ccc(-c2csc(NC(=O)c3ccc(S(=O)(=O)N4CCN(C(=O)OCC)CC4)cc3)n2)cc1,-0.4,6,0.3,16
CCCn1c(SCC(=O)N2CCc3ccccc32)nnc1-c1ccccn1,0.5,6,-0.1,14
NC(=O)CSc1nnc(NC(=O)c2ccc(S(=O)(=O)N3CCCC3)cc2)s1,-1.0,9,0.3,-2
CN(C)S(=O)(=O)c1cccc(CSc2ncccn2)c1,2.8,-2,0.3,1
Cc1nc2cc(-c3ccc(Cl)cc3)nn2c(C)c1CCC(=O)NC(C)C,0.2,-1,-0.1,3
C=CCn1c(SCc2cc3c(cc2Cl)OCO3)nnc1-c1cccnc1,-0.5,1,0.0,11
C#CCNC(=O)c1ccc2sc3ccccc3n12,4.8,-8,-0.1,4
CCOC(=O)c1c(NC(=O)CSc2nnc(CNC(=O)c3ccc(C)c(C)c3)n2C)sc2c1CCCCC2,0.5,5,0.0,5

# 4 entries picked at random from the list so far:
SMILES,GPR151 activ,TEAD-YAP block,FBW7 act,MITF inh
CN(C)S(=O)(=O)c1cccc(CSc2ncccn2)c1,2.8,-2,0.3,1
CCOC(=O)c1c(NC(=O)CSc2nnc(CNC(=O)c3ccc(C)c(C)c3)n2C)sc2c1CCCCC2,0.5,5,0.0,5
NC(=O)CSc1nnc(NC(=O)c2ccc(S(=O)(=O)N3CCCC3)cc2)s1,-1.0,9,0.3,-2
CCCn1c(SCC(=O)N2CCc3ccccc32)nnc1-c1ccccn1,0.5,6,-0.1,14

# Next entries.
SMILES,GPR151 activ,TEAD-YAP block,FBW7 act,MITF inh
COc1cc(OC)cc(C(=O)Oc2coc(CSc3ncccn3)cc2=O)c1,1.2,1,-0.1,4
COc1cccc(N2CC(C(=O)Nc3cccc(C(F)(F)F)c3)CC2=O)c1 (stereo not given),3.0,0,0.4,13
CCN1C(=O)c2ccc(C(=O)Nc3c(C)cc(C)cc3C)cc2C1=O,-1.0,-6,0.1,-14
Cc1c(C(=O)N/N=C/c2cccc([N+](=O)[O-])c2)[nH]c2c([N+](=O)[O-])cccc12,5.2*,-7,0.0,1
COc1ccccc1-c1nnc2sc(COc3ccc(Br)cc3)nn12,-0.9,3,-0.1,-2
Cc1sc2ncnc(SCC(=O)c3ccc4c(c3)OCCO4)c2c1C,-2.3,-4,1.2,19
COc1ccc(NC(=O)c2coc(=O)c3ccccc23)cc1Cl,0.8,-12,0.1,22
CC(C(=O)N1CCC(N2CCC(C(=O)NCCc3ccccc3)CC2)CC1)n1cncn1 (stereo not given),1.2,-3,0.1,-5
O=C(Nc1sc2c(c1C(=O)O)CCCC2)c1cc2ccccc2o1,-3.0,50*,0.0,13
N#C/C(=C\c1ccccc1[N+](=O)[O-])c1nc2ccccc2[nH]1,-3.6,-32,0.2,2

# Single records (already shown). Values in the order: GPR151 activ | TEAD-YAP block | FBW7 act | MITF inh
# `N#Cc1sc(Nc2ccc3c(c2)OCO3)nc1Cl` reads -1.5 | -7 | 0.0 | 1
# `C#CCNC(=O)c1ccc2sc3ccccc3n12` reads 4.8 | -8 | -0.1 | 4
